SIAH1 antagonists – blockers of Siah-1 interaction with plectin peptide – biochemical, fluorescence polarization, rhodamine-plectin, uHTS, primary screen (AID 1817) | Siah-1 / rhodamine-plectin peptide fluorescence polarization; higher % means a stronger effect | displacement, % at 20 µM, or IC50 in µM where a hit was titrated | actives 0.02% (n = 290,000);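 active means displacement of at least 50% at 20 µM, with a fluorescence ratio check between 0.3 and a set limit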;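 further: plate controls were Siah plus tracer with DMSO for no effect and tracer alone without Siah for full effect; strong numbers were not always called active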
UTI89 phage lysis – protection from phage-mediated lysis, alamar blue read-out – E. coli UTI89, K1F phage, bacterial capsule biogenesis inhibitors (AID 488966); E. coli UTI89 K1F phage lysis, alamar blue, 2 h; higher % means a stronger effect; inhibition, % at 100 µM, or IC50 in µM where a hit was titrated; actives 0.02% (n = 340,000);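 active means phage lysis inhibition, versus mean bacterial control, above a set limit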;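 further: capsule biogenesis inhibitors block K1F phage lysis so surviving cells raise fluorescence; higher fluorescence means more inhibition of phage lysis; actives were called in the ten point dose series up to 300 µM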
Hep lipid drop – modulators of hepatic lipid droplet formation; AML12 mouse hepatocytes, oleate lipid droplets, BODIPY imaging; inhibition, % at 6.5 µM; actives 0.4% (n = 240,000);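 active means lipid droplet intensity inhibited by at least 50%, with more than 500 cells counted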
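Test system: AML12 mouse liver cells; schedule: overnight exposure; technique: high-content imaging of BODIPY-stained droplets and DAPI nuclei; read-out: % inhibition of corrected integrated BODIPY droplet signal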
Hep lipid drop cells 6.5 µM – recorded beside Hep lipid drop, whose call it bears; cell count; measured here: cell count, cytotoxicity flag;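 cells counted across two imaged fields per well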
Active calls of the source: *; [ ] = remark or other dose. Only part of the results is shown; count on the stated rates, not on these rows.

Fields: Hep lipid drop cells 6.5 µM	SIAH1 antagonists	UTI89 phage lysis	Hep lipid drop
1: CC(C)OCCCNC(=O)C1CC(=O)N(CCc2ccccc2)C1 (stereo not given)
  845	1%	0.0%	-5
2: CC(C)CN(CCNC(=O)CN1C(=O)COc2ccc(S(=O)(=O)N3CCC(C)CC3)cc21)CC(C)C
  691	-1%	-1.4%	-4
3: COCCN1C(=O)/C(=C2/C(=O)N(CC(=O)Nc3ccccc3Cl)c3ccccc32)SC1=S
  812	-4%	1.1%[50 µM]	-8
4: Cc1ccc(C(=O)NCCCNC(=O)c2ccc(C)nc2)cc1
  679	6%	0.6%	-7
5: O=C(NCC1OCCCN1S(=O)(=O)c1cc(F)ccc1F)C(=O)NC1CCCC1 (stereo not given)
  614	7%	-0.1%	8
6: CCCCn1c(-c2ccc(OC)cc2)nc2c(=O)n(C)c(=O)[nH]c21
  419	7%	0.2%	2
7: Cc1cccc(CNC(=O)Cn2ccc3cc(S(=O)(=O)N4CCCCCC4)ccc32)c1
  764	1%	-0.1%	-2
8: COc1ccc(-c2cn[nH]c2-c2ccc(OC)cc2O)cc1
  862	-6%	0.9%[50 µM]	-3
9: COc1ccccc1NC(=O)C(C)N(C)Cc1ccc(Cl)s1 (stereo not given)
  798	-3%	0.0%	-11
10: CCCc1c(C)nc(N2CCN(c3ccc(F)cc3)CC2)[nH]c1=O
  797	11%	0.8%	1
11: Cc1cc(C)cc(C(=O)NC(CC(N)=O)c2ccc(NC3CCCCCCCCCCC3)c([N+](=O)[O-])c2)c1 (stereo not given)
  802	2%	0.2%	-5
12: O=C(CCNC(=O)C1CCN(S(=O)(=O)c2ccccc2)CC1)NCCc1cccc(F)c1
  680*	6%	3.1%	54*
13: Cc1ccc(NC(=O)CCCC(=O)OC(C)C(=O)c2ccccc2)cc1 (stereo not given)
  852	2%	0.2%	12
14: Cc1oc(-c2ccccc2Cl)nc1CS(=O)CC(=O)N1CCN(c2ccccc2)CC1 (stereo not given)
  707	3%	0.5%	-18
15: Cc1cccc(NC(=O)CCNS(=O)(=O)c2ccc3[nH]c(=O)oc3c2)c1
  690	-4%	-0.1%	-55

Fields: Hep lipid drop cells 6.5 µM	SIAH1 antagonists	UTI89 phage lysis	Hep lipid drop
16: CC(C)C(=O)Nc1nc(-c2ccc(S(=O)(=O)N3CCOCC3)cc2)cs1
  728	2%	0.0%	20
17: CC1C(=O)Nc2ccccc2N1C(=O)c1ccc(F)cc1F (stereo not given)
  820	3%	-0.1%	-3
18: COc1cccc(CN(C)CC(O)COC(c2ccccc2)c2ccccc2C)c1 (stereo not given)
  799	-3%	0.8%	2
19: O=C(NCCNC(=O)c1ccccc1Br)c1cccnc1
  844	-5%	1.4%[50 µM]	2
20: NC(=O)c1nsc(C(=O)N(Cc2ccccc2F)C(C(=O)NCC2CCCO2)c2ccc(F)cc2)c1N (stereo not given)
  802	-4%	-0.1%	1
21: CCN(Cc1ccccc1)S(=O)(=O)c1csc(C(N)=O)c1
  727	3%	0.1%	13
22: CCOC(=O)C1=C(COc2ccccc2)NC(=O)NC1c1ccc(Br)cc1 (stereo not given)
  788	0%	0.6%	0
23: COc1cc(C(=O)OCc2cc(=O)c(O)co2)ccc1OC(F)F
  754	-3%	-0.3%	17
24: CN(C)S(=O)(=O)N1CCN(C(=O)c2ccc3c(c2)OCO3)CC1
  802	4%	0.3%	-1
25: COc1ccc(C(=O)C2CCN(C(=O)Nc3ccccc3C)CC2)cc1
  785	-3%	0.1%	16
26: O=C(CC1C(=O)NCCN1Cc1ccccc1C(F)(F)F)NCCN1CCCCC1=O (stereo not given)
  699	0%	0.5%	6
27: COc1cccc(N2CCN(S(=O)(=O)c3ccc(-c4cnc(C5CC5)o4)cc3)CC2)c1
  704	0%	0.2%	-3
28: CCn1cc(S(=O)(=O)N2CCc3ccccc3C2)cn1
  794	-7%	1.4%[50 µM]	25
29: CSc1nsc(SCC(=O)Nc2ccccc2)n1
  749	-2%	0.3%	-3
30: CCCCNC(=O)CCn1ccc2cc(S(=O)(=O)N3CCCC3)ccc21
  689	12%	0.1%	-2

Fields: Hep lipid drop cells 6.5 µM	SIAH1 antagonists	UTI89 phage lysis	Hep lipid drop
31: CC(NC(=O)CN(C)S(=O)(=O)c1ccc2c(c1)c(=O)n(C)c(=O)n2C)c1ccccc1 (stereo not given)
  722	-1%	0.2%	10
32: CN(Cc1ccc2c(c1)OCCO2)C(=O)CN1C(=O)NC2(CCCCC2)C1=O
  681	-2%	0.1%[50 µM]	10
33: CCN1C(=O)c2ccccc2S(=O)(=O)c2ccc(C(=O)NCCCN(CC(C)C)CC(C)C)cc21
  387	-5%	0.1%	-1
34: COc1ccccc1CNC(c1ccccc1)c1ccccc1
  858	-7%	1.3%	0
35: CCN(Cc1cnn(C)c1)C(=O)c1ccc2nc(Cc3cccc(Cl)c3)oc2c1
  711	-4%	-0.2%	-23
36: COCCCNC(=O)CSc1nc2c(sc(=S)n2-c2cc(Cl)ccc2OC)c(=O)[nH]1
  812	3%	0.2%	-2
37: CNS(=O)(=O)c1ccc2c3c(cccc13)C(=O)N2C
  767	8%	-0.2%	15
38: O=[N+]([O-])c1cccc(S(=O)(=O)Nc2ccc(S(=O)(=O)NCC3CCCO3)cc2)c1 (stereo not given)
  830	2%	0.1%[50 µM]	-2
39: O=C(NC1CCNCC1)C1CCCCC1
  813	2%	0.1%	-1
40: Clc1ccc(N2CCN(/N=C/c3cccnc3)CC2)cc1
  786	3%	0.2%	-1
41: Cc1sc2ncn(CC(=O)N3CCN(c4ccccn4)CC3)c(=O)c2c1S(=O)(=O)N1CCCCC1
  726	-1%	0.2%	-3
42: O=C(O)CCCN1C(=O)C2C3C=CC(C2C1=O)C1C(=O)N(CCCC(=O)O)C(=O)C31 (stereo not given)
  784	13%	0.2%	-2
43: Cc1ccc2c(c1)C1CC(C)(O2)N(c2cccc(C(=O)NC3CCN(Cc4ccccc4)CC3)c2)C(=O)N1 (stereo not given)
  756	-2%	0.2%	-21
44: O=C(Cc1cccc2ccccc12)Nc1ccc(O)cc1C(=O)O
  789	3%	-0.2%	-3
45: CCC1CCCCN1CCCNC(=O)c1nn(C)c2c1CS(=O)(=O)c1ccccc1-2 (stereo not given)
  698	14%	0.4%	-5

Fields: Hep lipid drop cells 6.5 µM	SIAH1 antagonists	UTI89 phage lysis	Hep lipid drop
46: CCCC(=O)N1CCN(c2nc3ccc(CC)cc3s2)CC1
  641	-5%	0.4%	-11
47: CCN1C(=NCc2ccccc2)N[C@@H](c2ccccc2)[C@H](C(=O)OC)[C@H]1C
  803	0%	2.4%	10
48: O=C(Nc1ccc([N+](=O)[O-])cc1)Nc1cnccn1
  592	2%	0.0%	-2
49: O=C(NCCN1CCN(C(=O)c2ccccc2Cl)CC1)C(=O)NCc1ccccc1
  814	3%	0.6%	8
50: CC[n+]1c(/C=C/c2ccc(OC(C)=O)c(OC)c2)ccc2ccccc21
  783	2%	-0.9%[50 µM]	-6
51: COC(=O)CCc1c(COC(C)=O)[nH]c(C(=O)OCc2ccccc2)c1C
  865	7%	0.1%	5
52: Cc1cccc(-c2nc(CS(=O)CC(=O)NCCc3ccccc3)c(C)o2)c1 (stereo not given)
  756	11%	0.0%	20
53: CCc1nnc(NC(=O)CCS(=O)(=O)c2ccccc2)s1
  771	4%	-0.2%	-15
54: COc1ccccc1NC(=O)NCCN1CCCCC1
  798	-3%	1.5%	-11
55: COCCNC(=O)C(c1ccc(F)cc1)N(Cc1cccs1)C(=O)CCC(=O)Nc1ccccn1 (stereo not given)
  811	-2%	1.1%	0
56: CCc1nnc(SCC(=O)Nc2ccc(N3CCOCC3)cc2)n1C
  797	3%	0.2%	31
57: COc1ccc(C(C)=O)cc1COC(=O)c1c(C)nn(-c2ccccc2)c1C
  841	8%	1.0%	4
58: CCOc1ccc(NC(=O)c2ccc(N3CC4CC(C3)c3cccc(=O)n3C4)c(NC(=O)c3ccncc3)c2)cc1 (stereo not given)
  823	4%	1.0%	2
59: CCOc1ccc(CCNC(=O)CCCn2nc(C)c3c(C)n(-c4ccccc4)nc3c2=O)cc1
  707	3%	0.1%	-5
60: Cc1ccc(C(=O)NCCCNC(=O)COc2ccccc2Cl)cn1
  810	7%	0.2%	-8

Fields: Hep lipid drop cells 6.5 µM	SIAH1 antagonists	UTI89 phage lysis	Hep lipid drop
61: COc1ccc(NC(=O)CCNS(=O)(=O)c2ccc(C)c(C)c2)cc1OC
  748	5%	0.2%	-11
62: Cc1cc(NC(=O)c2cc(-c3ccccn3)nc3ccc(Br)cc23)no1
  645	7%	1.9%[50 µM]	-17
63: COc1ccc(Cl)cc1NC(=O)CN1CCC(NC(=O)C2CC2)CC1
  740	-4%	0.0%	2
64: Cc1ccc(C)c(CN2CCC(CNC(=O)CCc3nnc4ccc(N5CCC(C)CC5)nn34)CC2)c1
  657	1%	0.3%	4
65: O=C(COc1ccccc1)Nc1nc2cc3c(cc2s1)OCO3
  674	2%	0.1%	-6
66: COc1ccc(NC(=O)C2CCCN(c3nn4c(=O)cc(C)nc4s3)C2)c(OC)c1 (stereo not given)
  691	-7%	-0.2%	-3
67: COc1cccc(CN2CCC(C(=O)N3CCN(Cc4ccc5c(c4)OCO5)CC3)CC2)c1OC
  635	2%	-0.1%	-2
68: COc1ccc(CCNC(=O)[C@@H](NC(=O)N2CC(=O)Nc3ccccc32)C(C)C)cc1OC
  694	0%	0.2%	12
69: O=C(CSc1nccn1Cc1ccc(F)cc1)Nc1ccc(F)cc1F
  829	-2%	0.1%	-3
70: O=C(O)CSCC(=O)Nc1ccccc1SCCS(=O)(=O)c1ccc(Cl)cc1
  638	5%	-1.0%[50 µM]	4
71: COc1ccc(OC)c(S(=O)(=O)NC2CCCCNC2=O)c1 (stereo not given)
  402	1%	0.2%	2
72: COc1cc(OC)cc(C(=O)N2CCN(C(=O)c3cccnc3)CC2)c1
  828	-2%	0.4%	-2
73: O=C(NCc1ccco1)c1cc(Cl)nc(Cl)c1
  833	-3%	0.1%	0
74: Cc1ccccc1CCNC(=O)C1CCC(=O)N(CCc2cccc(F)c2)C1 (stereo not given)
  642	3%	0.5%	0
75: O=C(O)c1cc(-c2ccc3ccccc3c2)nc2ccc(F)cc12
  841	5%	-0.1%	8

Fields: Hep lipid drop cells 6.5 µM	SIAH1 antagonists	UTI89 phage lysis	Hep lipid drop
76: COc1ccc(-n2c(C)c(C)c3c(NCCO)ncnc32)cc1
  805	-3%	-0.5%[50 µM]	2
77: CC(C)(C)CN1CCN(CC#Cc2ccccc2)CC1CCO (stereo not given)
  815	-1%	-0.5%	-13
78: NC(=O)c1c(NC(=O)C2CC=CCC2C(=O)O)sc2c1CCCCC2 (stereo not given)
  860	8%	0.0%	12
79: COc1ccc(OC)c(NC(=S)N2CCN(C(=O)C3CCCO3)CC2)c1 (stereo not given)
  713	10%	-0.1%	5
80: CCc1nnc(NC(=O)CN2CCN(Cc3cccc(F)c3)CC2)s1
  679	-3%	-1.2%[50 µM]	2

Entries 68–80, quoted:
Fields: Hep lipid drop cells 6.5 µM	SIAH1 antagonists	UTI89 phage lysis	Hep lipid drop
68: COc1ccc(CCNC(=O)[C@@H](NC(=O)N2CC(=O)Nc3ccccc32)C(C)C)cc1OC
  694	0%	0.2%	12
69: O=C(CSc1nccn1Cc1ccc(F)cc1)Nc1ccc(F)cc1F
  829	-2%	0.1%	-3
70: O=C(O)CSCC(=O)Nc1ccccc1SCCS(=O)(=O)c1ccc(Cl)cc1
  638	5%	-1.0%[50 µM]	4
71: COc1ccc(OC)c(S(=O)(=O)NC2CCCCNC2=O)c1 (stereo not given)
  402	1%	0.2%	2
72: COc1cc(OC)cc(C(=O)N2CCN(C(=O)c3cccnc3)CC2)c1
  828	-2%	0.4%	-2
73: O=C(NCc1ccco1)c1cc(Cl)nc(Cl)c1
  833	-3%	0.1%	0
74: Cc1ccccc1CCNC(=O)C1CCC(=O)N(CCc2cccc(F)c2)C1 (stereo not given)
  642	3%	0.5%	0
75: O=C(O)c1cc(-c2ccc3ccccc3c2)nc2ccc(F)cc12
  841	5%	-0.1%	8
76: COc1ccc(-n2c(C)c(C)c3c(NCCO)ncnc32)cc1
  805	-3%	-0.5%[50 µM]	2
77: CC(C)(C)CN1CCN(CC#Cc2ccccc2)CC1CCO (stereo not given)
  815	-1%	-0.5%	-13
78: NC(=O)c1c(NC(=O)C2CC=CCC2C(=O)O)sc2c1CCCCC2 (stereo not given)
  860	8%	0.0%	12
79: COc1ccc(OC)c(NC(=S)N2CCN(C(=O)C3CCCO3)CC2)c1 (stereo not given)
  713	10%	-0.1%	5
80: CCc1nnc(NC(=O)CN2CCN(Cc3cccc(F)c3)CC2)s1
  679	-3%	-1.2%[50 µM]	2
